# Screening results as filed in PubChem.
# HCMV inh: qHTS Assay for inhibitors of the human cytomegalovirus (HCMV) | activity change, negative = inhibition, % at 57.5 µM | HFF cells, HCMV-luciferase reporter, 72 h; hits give low values | hit rate 4.5% among 410,000; in the data active means activity change below about -60%; inconclusive means no clear call, values can overlap the other calls; inactive means above about -39%
#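 HFF cells seeded 16 h at 37C, treated with compounds, infected with luciferase-reporter HCMV at MOI 1 PFU/cell; luciferase read at 72 h post infection, normalized to buffer-only and Salinomycin controls.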
# HCV inhibitor: qHTS Assay for Inhibitors of Hepatitis C Virus (HCV). Huh7.5.1 HCVcc-Cre infection, luciferase reporter, 44 h. Potency, µM (series often up to 41.8 µM), without a hit: at the top dose activity change, negative = inhibition, hits mostly inhibitors. hit rate 3.4% among 340,000; further: potency means the concentration at half of the fitted maximal effect
#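 Seed cells (1,000/well) for 4 h; treat with compound and infect with HCVcc-Cre, moi about 0.5. Incubate 44 h, then detect luciferase activity.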
# FBPA Giardia inh: qHTS Assay for Inhibitors of Fructose-1,6-bisphosphate Aldolase from Giardia Lamblia; A8B2U2; purified Giardia FBPA; Potency, µM (series often up to 59.6 µM), inactives show at the top dose activity, negative = inhibition, hits mostly inhibitors; hit rate 0.71% among 290,000; AID 2451, 2010; further: potency means the concentration at half of the fitted maximal effect; nearly all actives have a fitted effect of over 55% in size
# Target sequence (A8B2U2 whole entry, looked up): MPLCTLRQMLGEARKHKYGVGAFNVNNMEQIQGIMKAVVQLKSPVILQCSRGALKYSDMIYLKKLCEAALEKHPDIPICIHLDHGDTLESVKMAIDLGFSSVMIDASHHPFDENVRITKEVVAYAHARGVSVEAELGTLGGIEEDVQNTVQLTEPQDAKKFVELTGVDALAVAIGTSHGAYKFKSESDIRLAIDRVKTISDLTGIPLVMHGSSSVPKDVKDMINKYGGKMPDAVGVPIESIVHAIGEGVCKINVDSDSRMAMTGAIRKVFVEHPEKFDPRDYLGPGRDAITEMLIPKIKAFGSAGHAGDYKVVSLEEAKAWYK
#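 40 nM FBPA preincubated 10 min at RT with compound (up to 57.5 uM final), then substrate plus GAPDH/TPI/NAD/arsenate coupling and diaphorase/resazurin added. Fluorescence read after 20 min at RT, 525/598 nm.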
# AmpC inh no detg: qHTS Inhibitors of AmpC Beta-Lactamase (assay without detergent); hit rate 0.52% among 330,000; Potency, µM (series often up to 57.1 µM), for inactives: at the top dose activity change, negative = inhibition, actives largely listed as inhibitors; AmpC nitrocefin hydrolysis, absorbance 480 nm, 0.0001% Triton;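 further: potency means the concentration at half of the fitted maximal effect; plate controls were no compound for no effect and no enzyme for full effect; nearly all actives have a fitted effect of over 20% in size; some results filed as inactive show a strong effect at the top dose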
# Target sequence (P00811 whole entry, looked up): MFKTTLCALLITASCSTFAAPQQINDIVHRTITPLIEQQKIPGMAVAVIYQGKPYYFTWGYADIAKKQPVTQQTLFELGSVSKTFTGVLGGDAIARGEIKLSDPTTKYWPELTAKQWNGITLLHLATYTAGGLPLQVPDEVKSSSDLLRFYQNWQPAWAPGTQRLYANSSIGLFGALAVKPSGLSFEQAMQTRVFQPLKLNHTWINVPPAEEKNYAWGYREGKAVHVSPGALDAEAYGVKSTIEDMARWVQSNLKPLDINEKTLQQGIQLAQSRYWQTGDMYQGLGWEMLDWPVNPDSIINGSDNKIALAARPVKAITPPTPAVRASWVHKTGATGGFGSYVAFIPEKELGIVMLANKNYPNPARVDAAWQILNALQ
#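 20 mM phosphate pH 7.0 + 0.01% (detergent screen) or 0.0001% Triton X-100; 5.3 nM AmpC reagent; cpd preinc 15 min RT; nitrocefin (800 uM stock) to start; A480 q20 s × 4 min; Activity was normalised to no-enzyme and no-compound control wells.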
# AmpC detergent: qHTS Inhibitors of AmpC Beta-Lactamase (assay with detergent); hit rate 0.041% among 370,000; AmpC hydrolysis of nitrocefin, absorbance 480 nm, 0.01% Triton; P00811; Potency, µM (top dose mostly 114 µM), for inactives: at the top dose activity change, negative = inhibition, actives largely listed as inhibitors; AID 485294, 2010;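 further: potency means the concentration at half of the fitted maximal effect; 0% = no-compound wells and -100% = no-enzyme wells; nearly all actives have a fitted effect of over 25% in size; some results filed as inactive show a strong effect at the top dose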
#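 AmpC (5.3 nM in the dispensed reagent) in 20 mM phosphate pH 7.0 with 0.01% (detergent screen) or 0.0001% Triton X-100 was preincubated with compounds for 15 min at room temperature. Nitrocefin was then added from an 800 uM solution, and hydrolysis was followed at 480 nm.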
# Sm TGR inh: qHTS Assay for the Inhibitors of Schistosoma Mansoni Peroxiredoxins. purified TGR, DTNB reduction, TNB absorbance 405 nm. Potency, µM (doses to about 114 µM), inactives show at the top dose activity change, negative = inhibition, actives largely listed as inhibitors. hit rate 3% among 360,000; further: potency means the concentration at half of the fitted maximal effect; nearly all actives have a fitted effect of over 60% in size
#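 TGR 20 nM + NADPH 100 uM (dispensed conc.), cpd preinc 15 min RT; start with NADPH (500 uM addition) then DTNB (15 mM addition). Kinetic TNB absorbance, 405 nm filter. Four-parameter Hill fit across titration.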
# * marks the source's active call; other numbers are inactive results; ? = inconclusive; · = not tested or not shown; & = joins results of further samples; ! = not active in a repeat; [ ] = remark or other dose. Unless noted, the call rests on the fitted dose curve; in most records, active means well fitted curve in the direction sought with a large enough effect; inconclusive means small, poorly fitted or top-dose-only effect, or another doubt; inactive means no such curve, though single readings can be large; an effect the other way counts as inactive or inconclusive. Unless noted, on the % scale 0 is the no-effect control and ±100 the full control effect. Hits appear at their usual frequency; overall some 9.9% were active at least once.
SMILES,HCMV inh,HCV inhibitor,FBPA Giardia inh,AmpC inh no detg,AmpC detergent,Sm TGR inh
CCN(C(=O)COC(=O)Cc1coc2cc(C)ccc12)c1c(N)n(Cc2ccccc2)c(=O)[nH]c1=O,-6,8%,·,41%,5%,-8%
O=C(Nc1ccccn1)c1nc(-c2ccccc2)n(-c2ccccc2)n1,?,1%,-3%,0%,4%,0%
CCOc1ccc(C2C(C#N)=C(N)Oc3cc(C)n(Cc4ccco4)c(=O)c32)cc1OC (stereo not drawn),-19,-14%,-7%,11%,?,?
O=C(COC(=O)CCSc1ccccc1)Nc1ccccc1Br,-29,13%,·,-7%,·,·
COc1cccc(CN2CCN(C3CSCCSC3)CC2CCO)c1 (stereo not drawn),?,-6%,1%,24%,-1%,-22%
Cc1cc(C)c2c(CC(=O)NCc3ccco3)coc2c1,-10,-3%,1%,-29%,?,-12%
COC(=O)[C@H](Cc1ccccc1)N(Cc1ccccc1)S(=O)(=O)N(Cc1ccccc1)[C@@H](Cc1ccccc1)C(=O)OC,-96*,-17%[8.37 µM],·,-25%,·,·
CCN(C(=O)c1cc2cccc(OC)c2oc1=O)C1CCCCC1,-19,9%,3%,-6%,3%,-14%
CCN(Cc1ccncc1)C(=O)c1cc(COc2ccc(F)cc2Cl)on1,-27,-19%,·,5%,-4%,-3%
COc1ccccc1N(CC(O)Cn1ccnc1C)S(=O)(=O)c1ccc(C)cc1 (stereo not drawn),-18,-7%,-1%,56%,3%,-1%
O=C1CN(CC(=O)NC(=O)NCc2ccccc2)CCN1,-35,16%,5%,-11%,-10%,-8%
CCCN(CCC)CCNC(=O)c1cc(Sc2ccc(Cl)cc2)nc2ccccc12,15,·,·,·,13%,8%
COc1ccc(C(=O)c2cc([N+](=O)[O-])ccc2N2CCCC2)cc1,29,?,5%,-22%,-14%,1%
O=C(NCCO)c1c(O)c2cccc3c2n(c1=O)CC3,-13,?,-4%,8%,-5%,13%
CCNc1nc(NC(C)C)nc(OCCNS(=O)(=O)c2cc(C)ccc2C)n1,47,?,6%,8%,-14%,1%
COc1ccc([N+](=O)[O-])cc1N(CC(=O)NC1CCCC1)S(C)(=O)=O,-22,8%,4%,-12%,0%,-13%
Cc1ccc(Cl)cc1-n1c(=O)cc(N2CCN(c3ccc(F)cc3)CC2)[nH]c1=O,-39,·,·,·,-3%,-18%
Cc1cc(Oc2ccc(-c3ccccc3)cc2)n2ncnc2n1,81,18%,1%,37%,-12%,9%[11.4 µM]
Cc1cccc(C)c1NC(=S)N1CCCN(Cc2ccc(F)cc2)C1,-20,-17%,6%,-25%,-14%,-13%
O=C(CSc1ccc2nc(-c3ccccc3)cn2n1)Nc1cccc(F)c1,68,·,·,·,0%,3%
CC(C)(C)NC(=O)c1cc(NC(=O)c2cccs2)cc(NC(=O)c2cccs2)c1,·,?,-7%,-53%,-13%,5%
CCn1cc(C(=O)NCCc2ccc(Cl)cc2)c(=O)c2cc(S(=O)(=O)N3CCc4ccccc4C3)ccc21,18,·,·,·,3%,8%
Cc1cc(NS(=O)(=O)c2ccc(NC(=O)c3cc4ccccc4o3)cc2)nc(C)n1,2,15%,-8%,-16%,-8%,9%
O=C(COC(=O)/C=C/c1ccc(F)cc1)NC1CCCCCC1,-1,3%,·,-7%,·,·
CN1CCN(Cc2nc(Cc3ccccc3)no2)CC1c1ccccc1 (stereo not drawn),-28,-15%,-2%,67%[activator],4%,7%

# More compounds
SMILES,HCMV inh,HCV inhibitor,FBPA Giardia inh,AmpC inh no detg,AmpC detergent,Sm TGR inh
Cc1ccc(S(=O)(=O)CC(=O)Nc2nc3ccc(S(N)(=O)=O)cc3s2)cc1,-28,17%,-7%,-53%,0%,-11%
CC(=O)Nc1ccc(N/C=C/C(=O)c2ccc(C)cc2)cc1,-6,3%,13%,23%,-12%,2%
CCCCCCNC(=O)Cc1c(O)c2ccccc2[nH]c1=O,-24,21%,13%,-36%,-14%,-20%
CCc1nnc(NC(=O)c2cc(=O)c3cc(C)ccc3o2)s1,25,·,·,·,16%,9%
COc1ccc(N(C)C(=O)Cn2cnc3sc(C)c(S(=O)(=O)N4CCN(c5ncccn5)CC4)c3c2=O)cc1,2,·,·,·,11%,3%
CCOc1cc(C2c3c(oc4ccccc4c3=O)C(=O)N2Cc2ccc(OC)cc2)ccc1O (stereo not drawn),-5,·,·,·,19%,1%
COc1ccc(NC(=O)Cn2nc(C(=O)O)c3ccccc3c2=O)cc1OC,-12,14%,5%,185%[activator],-13%,5%
CSc1nc(SCC(=O)NCC2CCCO2)c2c3c(sc2n1)CN(C)CC3 (stereo not drawn),-24,-3%,-9%,31%,3%,-20%
O=C(O)CCc1ccc(-c2ccc(Cl)cc2)n1Cc1ccco1,39,14%,19%,-19%,?,40µM*
COC(=O)/C=C1\N/C(=N\c2nc(C)cc(C)n2)N(c2ccc(C)cc2)C1=O,-34,-6%,?,-16%,-8%,-12%
CC(C)CC1Nc2ncnc(N3CCOCC3)c2N(Cc2ccc(Cl)cc2)C1=O (stereo not drawn),-101*!,-13%,·,44%,·,·
CCn1cc2nc(SCc3ccccc3Cl)n(Cc3ccc(OC)cc3)c(=O)c2n1,-27,·,·,·,-3%,12%
CCn1c(CCCc2ccc(OC)c(C)c2)n[nH]c1=S,-37,-3%,0%,-19%,6%,·
Cc1ccc(CCNC(=O)CCCn2c(=O)c3ccccc3n(CC(=O)Nc3cc(Cl)ccc3C)c2=O)cc1,25,·,·,·,15%,1%
Cc1cc2nc(-c3ccco3)cc(C(F)(F)F)n2n1,54,5%,-2%,10µM*,15%,-3%
COC(=O)N/N=C/c1ccc([N+](=O)[O-])o1,-5,-6%,-7%,-8%,-12%,?
O=C(CN1CCN(Cc2ccccc2)CC1)NC(=O)NC1CCCCC1,19,-11%,3%,37%,1%,?
Cc1cccc(-c2nc3c(c(=O)c4ccccc4n3C)c(=O)n2-c2ccccc2)c1,3,12%,0%,-5%,-3%,-10%
CCOc1ncccc1C(=O)Nc1nc(SC)ns1,193,?,0%,-16%,-11%,12%
Nc1cnn(Cc2ccccc2F)c1,?,-14%,?,-22%[11.4 µM],-8%,-14%
C=CCNC(=O)CC1C(=O)NCCN1Cc1ccc(-c2ccccc2)cc1 (stereo not drawn),-1,-12%,-14%,111%[activator],-2%,·
COc1ccc(/C=N/NC(=O)CN2CCN(Cc3ccccc3)CC2)cc1Br,-32,-10%,6%,89%[activator],3%,3%
CCN(CC)C(=O)CSC(Nc1cccc(F)c1)=C(C#N)C#N,-5,-8%,0%,-50%,6%,-18%
Cc1ccc(C)c(N(CC(=O)NCc2ccco2)C(=O)CCC(=O)Nc2ccccn2)c1,9,11%,4%,20%,1%,?
Cc1ccc2nsnc2c1NC(=O)CCc1ccccc1,0,12%,0%,-13%,4%,5%

# Complete entries, quoted from the list.
# O=C(COC(=O)CCSc1ccccc1)Nc1ccccc1Br is listed as HCMV inh = -29; HCV inhibitor = 13%; FBPA Giardia inh = ·; AmpC inh no detg = -7%; AmpC detergent = ·; Sm TGR inh = ·
# CCOc1ccc(C2C(C#N)=C(N)Oc3cc(C)n(Cc4ccco4)c(=O)c32)cc1OC (stereo not drawn) is listed as HCMV inh = -19; HCV inhibitor = -14%; FBPA Giardia inh = -7%; AmpC inh no detg = 11%; AmpC detergent = ?; Sm TGR inh = ?

# Of the compounds above, three contain a thiophene ring, fused or not.
SMILES,HCMV inh,HCV inhibitor,FBPA Giardia inh,AmpC inh no detg,AmpC detergent,Sm TGR inh
CC(C)(C)NC(=O)c1cc(NC(=O)c2cccs2)cc(NC(=O)c2cccs2)c1,·,?,-7%,-53%,-13%,5%
COc1ccc(N(C)C(=O)Cn2cnc3sc(C)c(S(=O)(=O)N4CCN(c5ncccn5)CC4)c3c2=O)cc1,2,·,·,·,11%,3%
CSc1nc(SCC(=O)NCC2CCCO2)c2c3c(sc2n1)CN(C)CC3 (stereo not drawn),-24,-3%,-9%,31%,3%,-20%

# Carrying on.
SMILES,HCMV inh,HCV inhibitor,FBPA Giardia inh,AmpC inh no detg,AmpC detergent,Sm TGR inh
COc1cc(NC(=S)NC(=O)c2ccccc2F)ccc1NC(=O)c1ccco1,-24,?,2%,-20%,5%,-1%
O=C(N/N=C/c1cccnc1)c1cc(-c2ccccc2Cl)nc2ccccc12,77,-12%,-5%,4%,?,0%
O=C(CCN1CCN(CCO)CC1)Nc1ccc(C2CCCC2)cc1,-35,?,-12%,36%,0%,·
COc1ccccc1Cc1nc(-c2ccncc2)no1,?,?,4%,18%,-7%,-5%
Cc1cc(OCCCN2CCCC2)ccc1Cl,11,-4%,-3%,44%,-10%,-8%
Cc1cccc2cc(CN(C(=S)NCC(C)C)C3CCCC3)c(=O)[nH]c12,-19,8%,5%,-10%,-24%,1%
N#Cc1ccccc1Cn1cnc2nc3c(cc2c1=O)CCCC3,21,·,·,·,11%,-3%
CCCCn1c(N)c(N(Cc2ccccc2OC)C(=O)CN2C(=O)NC(C)(c3ccccc3)C2=O)c(=O)[nH]c1=O (stereo not drawn),-16,10%,·,-21%,-5%,-3%
Cc1ccc(NC(=O)CCNC(=O)c2ccc(Cl)cc2)cc1F,-21,4%,4%,-25%,-13%,5%
CCC1=C(OC(=O)N(CC)CC)N2C(=O)OC(=NCC(=O)OC)[C@]2(Cc2ccccc2)[C@H]2C1=CC[C@H]1C(=O)N(c3ccccc3)C(=O)[C@H]12,-9,21%[8.37 µM],2%&-3%,161%[activator],-1%,?
COc1ccc(C(C)=O)cc1COC(=O)c1cnc(Cl)c(Cl)c1,71,11µM*,1%,-11%,-4%,1.4µM*
CC(=O)Nc1nc2ccccc2[nH]1,-35,9%,2%,-19%,4%,3%
NNC(=O)CCc1c[nH]c2ccccc12,48,6%,1%,-23%,-1%,2%
CCOc1ccc(-n2c(SCC(=O)Nc3ccc(CC)cc3)nc3n[nH]c(C)c3c2=N)cc1,-23,-28%,3%,-11%,0%,-4%
COc1cccc(C2/C(=C(\O)c3ccc4c(c3)OCCO4)C(=O)C(=O)N2Cc2cccnc2)c1 (stereo not drawn),9,8%,·,-14%,5%,-1%
COc1ccccc1N1CC(C(=O)Nc2nnc(SCc3ccccn3)s2)CC1=O (stereo not drawn),-27,0%,-8%,-2%,-6%,-19%
CCc1ccc(N=C2NC(=O)/C(=C/c3cc(OC)c(OC)c(OC)c3)S2)cc1,-38,?,-13%,-12%,?,5%
Brc1ccc(-c2nnc(-c3cccc(Br)c3)o2)cc1,30,8%,5%,-25%,12%,3%
CC(C(=O)N1CCc2ccccc21)N(C)CC(=O)Nc1ccc(F)cc1 (stereo not drawn),0,?,·,25%,0%,-16%
CCOc1ccc(/C=C2\NC(=S)NC2=O)cc1,0,7%,6%,-37%,1%,-14%
COc1cccc(CN2CC(C(=O)NCCN3CCOC3=O)CCC2=O)c1 (stereo not drawn),0,6%,-5%,-13%,-1%,-4%
Cc1cccc(C)c1NC(=O)CNC(=O)c1ccc(NS(=O)(=O)c2ccc3[nH]c(=O)[nH]c3c2)cc1,-31,14%,·,-8%,-19%,3%
